Bioassay records: PubChem, NCI
rad50: NCI yeast anticancer drug screen, S. cerevisiae rad50 strain. % growth inhibition at 50 µM. hit rate 10% among 79,000. AID 155;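 note: 0% = growth of vehicle-only cultures of the same strain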
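Cells are treated with compound, grown, and their growth is then scored against vehicle-only cultures of the same repair-deficient yeast strain.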
bub3: NCI yeast anticancer drug screen, S. cerevisiae bub3 mutant strain; hit rate 9.9% among 78,000; AID 167; growth inhibition, % at 50 µM;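 note: 0% = growth of vehicle-only cultures of the same strain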
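Mutant yeast screening strain plus compound; vehicle-treated cultures serve as the 0% inhibition reference.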
sgs1 mgt1: NCI yeast anticancer drug screen, S. cerevisiae sgs1 mgt1 strain; growth inhibition, % at 50 µM; hit rate 10% among 78,000;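 note: 0% = growth of vehicle-only cultures of the same strain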
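Yeast cells carrying a defined DNA-repair defect were exposed to test compounds. Growth inhibition was measured relative to vehicle-treated controls.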
yeast mlh1 rad18: NCI yeast anticancer drug screen, S. cerevisiae mlh1 rad18 strain; growth inhibition, % at 50 µM; hit rate 11% among 79,000; AID 175;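 note: 0% = growth of vehicle-only cultures of the same strain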
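A repair-deficient yeast strain is exposed to test compound, and growth is scored relative to vehicle-treated controls.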
mec2-1: NCI yeast anticancer drug screen, S. cerevisiae mec2-1 strain | hit rate 9% among 79,000 | growth inhibition, % at 50 µM | AID 157;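 note: 0% = growth of vehicle-only cultures of the same strain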
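Using mec2-1 yeast: add compound, measure growth, express inhibition versus vehicle-treated cultures.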
yeast cln2 rad14: NCI yeast anticancer drug screen, S. cerevisiae cln2 rad14 strain; hit rate 8.3% among 78,000; growth inhibition, % at 50 µM;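 note: 0% = growth of vehicle-only cultures of the same strain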
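Growth of compound-exposed yeast (cln2 rad14 genotype) measured and expressed as inhibition relative to vehicle.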
An asterisk follows results filed as active. Cut-off read from the data, not from the text of the source: active = growth inhibition above about 70%; inactive = the rest.

`N#CSCc1ccc(CSC#N)c(Cl)c1` gave rad50 60, bub3 39, sgs1 mgt1 41, yeast mlh1 rad18 93*, mec2-1 40 and yeast cln2 rad14 61.
For Cc1cccc(SC(=O)Nc2ccc([N+](=O)[O-])cc2Cl)c1 the results were rad50 26, bub3 29, sgs1 mgt1 26, yeast mlh1 rad18 28, mec2-1 27 and yeast cln2 rad14 20.
For O=C(/C=C/c1ccccc1)N/N=C/c1ccncc1 the results were rad50 5, bub3 0, sgs1 mgt1 2, yeast mlh1 rad18 11, mec2-1 25 and yeast cln2 rad14 -9.
For Cc1cc(N/N=C/c2c(C)n(C)n(-c3ccccc3)c2=O)c2cc3c(cc2n1)OCO3 the results were rad50 35, bub3 3, sgs1 mgt1 13, yeast mlh1 rad18 21, mec2-1 -4 and yeast cln2 rad14 10.
For CCOc1ccc(NC(=O)CC2SC(=Nc3ccc(Cl)cc3)NC2=O)cc1 (stereo not drawn) the results were rad50 -11, bub3 -8, sgs1 mgt1 -43, yeast mlh1 rad18 -22, mec2-1 -23 and yeast cln2 rad14 -32.
`Nc1c(C(=O)O)cccc1[N+](=O)[O-]` gave rad50 -5, bub3 -2, sgs1 mgt1 -9, yeast mlh1 rad18 -5, mec2-1 9 and yeast cln2 rad14 23.
For O=C1c2sc(-c3ccc(Cl)cc3)cc2-n2cccc21 the results were rad50 9, bub3 -9, sgs1 mgt1 2, yeast mlh1 rad18 26, mec2-1 15 and yeast cln2 rad14 2.
Screening O=[N+]([O-])c1ccc(CCCCCc2ccccc2)cc1 returned rad50 -6, bub3 4, sgs1 mgt1 1, yeast mlh1 rad18 -21, mec2-1 -18 and yeast cln2 rad14 -75.
C[N+](C)(C)c1ccc2c(c1)CCC/C2=N\N was read as rad50 13, bub3 14, sgs1 mgt1 12, yeast mlh1 rad18 4, mec2-1 9 and yeast cln2 rad14 -9.
CCCCCc1ccc2cc(C(=O)O)[nH]c2c1 was read as rad50 97*, bub3 97*, sgs1 mgt1 95*, yeast mlh1 rad18 98*, mec2-1 96* and yeast cln2 rad14 98*.

Some of these compounds in order of number of heavy atoms, high to low:
For Cc1cc(N/N=C/c2c(C)n(C)n(-c3ccccc3)c2=O)c2cc3c(cc2n1)OCO3 the results were rad50 35, bub3 3, sgs1 mgt1 13, yeast mlh1 rad18 21, mec2-1 -4 and yeast cln2 rad14 10.
For CCOc1ccc(NC(=O)CC2SC(=Nc3ccc(Cl)cc3)NC2=O)cc1 (stereo not drawn) the results were rad50 -11, bub3 -8, sgs1 mgt1 -43, yeast mlh1 rad18 -22, mec2-1 -23 and yeast cln2 rad14 -32.
For Cc1cccc(SC(=O)Nc2ccc([N+](=O)[O-])cc2Cl)c1 the results were rad50 26, bub3 29, sgs1 mgt1 26, yeast mlh1 rad18 28, mec2-1 27 and yeast cln2 rad14 20.
Screening O=[N+]([O-])c1ccc(CCCCCc2ccccc2)cc1 returned rad50 -6, bub3 4, sgs1 mgt1 1, yeast mlh1 rad18 -21, mec2-1 -18 and yeast cln2 rad14 -75.
For O=C(/C=C/c1ccccc1)N/N=C/c1ccncc1 the results were rad50 5, bub3 0, sgs1 mgt1 2, yeast mlh1 rad18 11, mec2-1 25 and yeast cln2 rad14 -9.
CCCCCc1ccc2cc(C(=O)O)[nH]c2c1 was read as rad50 97*, bub3 97*, sgs1 mgt1 95*, yeast mlh1 rad18 98*, mec2-1 96* and yeast cln2 rad14 98*.
C[N+](C)(C)c1ccc2c(c1)CCC/C2=N\N was read as rad50 13, bub3 14, sgs1 mgt1 12, yeast mlh1 rad18 4, mec2-1 9 and yeast cln2 rad14 -9.
`N#CSCc1ccc(CSC#N)c(Cl)c1` gave rad50 60, bub3 39, sgs1 mgt1 41, yeast mlh1 rad18 93*, mec2-1 40 and yeast cln2 rad14 61.
`Nc1c(C(=O)O)cccc1[N+](=O)[O-]` gave rad50 -5, bub3 -2, sgs1 mgt1 -9, yeast mlh1 rad18 -5, mec2-1 9 and yeast cln2 rad14 23.

Following part.
CCOc1ccc(\C=N/N=C(N)/C(N)=N\N=C/c2ccc(OCC)c(OCC)c2)cc1OCC was read as rad50 -3, bub3 6, sgs1 mgt1 27, yeast mlh1 rad18 -6, mec2-1 15 and yeast cln2 rad14 18.
O=C(O)/C=C/c1cnc[nH]1 was read as rad50 -5, bub3 10, sgs1 mgt1 -6, yeast mlh1 rad18 -1, mec2-1 -2 and yeast cln2 rad14 12.
For CN(C)CCSSCCN(C)C the results were rad50 -8, bub3 -3, sgs1 mgt1 -14, yeast mlh1 rad18 -4, mec2-1 -6 and yeast cln2 rad14 -14.
For COC(=O)C(=O)c1c(-c2cccnc2)[nH]c2ccccc12 the results were rad50 7, bub3 13, sgs1 mgt1 1, yeast mlh1 rad18 4, mec2-1 -7 and yeast cln2 rad14 -9.
Screening O=C(O)CC(NO)c1ccc(Cl)cc1 (stereo not drawn) returned rad50 -8, bub3 -33, sgs1 mgt1 -13, yeast mlh1 rad18 -20, mec2-1 -16 and yeast cln2 rad14 -27.
For CCc1ccc2c(-c3ccccc3)c3ccccc3c(-c3ccccc3)c2c1 the results were rad50 -8, bub3 7, sgs1 mgt1 -9, yeast mlh1 rad18 0, mec2-1 -6 and yeast cln2 rad14 35.
Screening O=c1[nH]c(=S)[nH]c2[nH]ccc12 returned rad50 7, bub3 -1, sgs1 mgt1 -20, yeast mlh1 rad18 -4, mec2-1 -14 and yeast cln2 rad14 -1.
`CSC#CC(Sc1c(Cl)c(Cl)c(Cl)c(Cl)c1Cl)=C(Sc1c(Cl)c(Cl)c(Cl)c(Cl)c1Cl)Sc1c(Cl)c(Cl)c(Cl)c(Cl)c1Cl` gave rad50 3, bub3 -1, sgs1 mgt1 -2, yeast mlh1 rad18 -16, mec2-1 -1 and yeast cln2 rad14 -4.
Screening O=C(O)CCCc1ccc(O)cc1 returned rad50 7, bub3 -1, sgs1 mgt1 8, yeast mlh1 rad18 20, mec2-1 12 and yeast cln2 rad14 11.
Cn1c(N)c(N=Cc2ccc(Cl)cc2)c(=O)n(C)c1=O was read as rad50 -9, bub3 -8, sgs1 mgt1 -6, yeast mlh1 rad18 -7, mec2-1 2 and yeast cln2 rad14 -16.
O=C(Oc1ccccc1)c1ccc2ccccc2c1O was read as rad50 16, bub3 78*, sgs1 mgt1 3, yeast mlh1 rad18 4, mec2-1 6 and yeast cln2 rad14 -47.
Screening c1ccc2c(c1)CCc1c(-c3noc4c3CCc3ccccc3-4)noc1-2 returned rad50 -11, bub3 21, sgs1 mgt1 -9, yeast mlh1 rad18 -4, mec2-1 4 and yeast cln2 rad14 0.
For C/C(=N/N(C)c1ccccc1)C(C)C the results were rad50 14, bub3 24, sgs1 mgt1 3, yeast mlh1 rad18 11, mec2-1 -7 and yeast cln2 rad14 2.
O=C(O)CC(Cc1ccccc1)C(=O)O (stereo not drawn) was read as rad50 1, bub3 -32, sgs1 mgt1 -26, yeast mlh1 rad18 2, mec2-1 -3 and yeast cln2 rad14 -18.
ClCCCCOCC1CCCO1 (stereo not drawn) was read as rad50 28, bub3 11, sgs1 mgt1 17, yeast mlh1 rad18 22, mec2-1 -10 and yeast cln2 rad14 12.
`CSc1cc(Cl)c(C)cc1S(=O)(=O)NC(=O)NNc1ccc(C)cc1` gave rad50 39, bub3 0, sgs1 mgt1 25, yeast mlh1 rad18 55, mec2-1 18 and yeast cln2 rad14 0.
Screening Cc1ccc(C)c(C2NC(=O)c3ccccc3N2)c1 (stereo not drawn) returned rad50 -16, bub3 -52, sgs1 mgt1 -45, yeast mlh1 rad18 -20, mec2-1 -9 and yeast cln2 rad14 -30.
`N#CC1=C(c2ccccc2)C(=C2Nc3ccccc3N2)C2S/C(=C\c3ccccc3)C(=O)N2C1=N` (stereo not drawn) gave rad50 21, bub3 4, sgs1 mgt1 10, yeast mlh1 rad18 27, mec2-1 -12 and yeast cln2 rad14 -31.
Screening CC(C)(C)NCCC(O)c1cc(C(F)(F)F)nc2c(C(F)(F)F)cccc12 (stereo not drawn) returned rad50 -4, bub3 -12, sgs1 mgt1 -22, yeast mlh1 rad18 0, mec2-1 -36 and yeast cln2 rad14 21.
`CCN1CCC(=C(c2ccccc2)c2ccccc2)C1` gave rad50 23, bub3 -25, sgs1 mgt1 12, yeast mlh1 rad18 22, mec2-1 13 and yeast cln2 rad14 30.
`O=C1c2cn[nH]c2N=C(Nc2ccccc2)C1N=Cc1ccc([N+](=O)[O-])cc1` (stereo not drawn) gave rad50 -33, bub3 -24, sgs1 mgt1 -14, yeast mlh1 rad18 -18, mec2-1 -45 and yeast cln2 rad14 12.
`C/C=C(\C)C(=O)OC1C2C(C)=CC(=O)C(O)C2(C)C2C3(O)OCC24C1OC(=O)C(OC(C)=O)C4C(C)C3O` (stereo not drawn) gave rad50 92*, bub3 92*, sgs1 mgt1 93*, yeast mlh1 rad18 92*, mec2-1 93* and yeast cln2 rad14 92*.
For Clc1nncc2sc(-c3ccccc3)nc12 the results were rad50 21, bub3 18, sgs1 mgt1 28, yeast mlh1 rad18 -18, mec2-1 -2 and yeast cln2 rad14 17.
For O=Cc1cc(C(=O)c2ccccn2)c2cc(Cl)cc(Cl)c2n1 the results were rad50 8, bub3 -4, sgs1 mgt1 6, yeast mlh1 rad18 12, mec2-1 6 and yeast cln2 rad14 -14.
Screening CC[n+]1ccc(Nc2ccc(NC(=O)c3ccc(C(=O)Nc4ccc(Nc5cc[n+](CC)c(N)n5)cc4)cc3)cc2)nc1N returned rad50 98*, bub3 98*, sgs1 mgt1 99*, yeast mlh1 rad18 98*, mec2-1 99* and yeast cln2 rad14 97*.
For O=C(CCC(=O)Nc1ccc(Cl)cc1)CC(=O)c1ccc2ccccc2c1 the results were rad50 -51, bub3 -31, sgs1 mgt1 -13, yeast mlh1 rad18 -30, mec2-1 -29 and yeast cln2 rad14 8.
`CC(=O)Nc1ccc([N+](=O)[O-])cc1` gave rad50 31, bub3 15, sgs1 mgt1 -5, yeast mlh1 rad18 1, mec2-1 -1 and yeast cln2 rad14 6.
Screening CC(=O)OCN1C(=O)C=CC1=O returned rad50 48, bub3 16, sgs1 mgt1 26, yeast mlh1 rad18 22, mec2-1 47 and yeast cln2 rad14 7.
For COC(=O)CC(=O)C=P(c1ccccc1)(c1ccccc1)c1ccccc1 the results were rad50 -3, bub3 -18, sgs1 mgt1 -3, yeast mlh1 rad18 -2, mec2-1 -4 and yeast cln2 rad14 6.
Screening Nc1ncnc2c1sc(=S)n2-c1ccccc1 returned rad50 -5, bub3 -13, sgs1 mgt1 13, yeast mlh1 rad18 -11, mec2-1 5 and yeast cln2 rad14 -1.
For COc1cccc(/C=C\C(=O)O)c1OC the results were rad50 4, bub3 -6, sgs1 mgt1 -5, yeast mlh1 rad18 20, mec2-1 -7 and yeast cln2 rad14 15.
Screening COc1ccc2c(c1)-c1cc(OC)ccc1C2(C)c1ccccc1 returned rad50 -3, bub3 12, sgs1 mgt1 -13, yeast mlh1 rad18 -14, mec2-1 -11 and yeast cln2 rad14 -36.
N#Cc1c(N)nc(N)nc1Nc1ccc(Cl)cc1 was read as rad50 14, bub3 -6, sgs1 mgt1 9, yeast mlh1 rad18 26, mec2-1 -9 and yeast cln2 rad14 27.
`NCC1CC1` gave rad50 19, bub3 -12, sgs1 mgt1 10, yeast mlh1 rad18 15, mec2-1 -2 and yeast cln2 rad14 9.
`Cc1[nH]c(=O)[nH]c(=O)c1F` gave rad50 4, bub3 8, sgs1 mgt1 -22, yeast mlh1 rad18 -10, mec2-1 -10 and yeast cln2 rad14 -21.
For COC(=O)c1ccccc1N=NNc1ccccc1-c1nc(N)nc(N)n1 the results were rad50 24, bub3 19, sgs1 mgt1 21, yeast mlh1 rad18 44, mec2-1 11 and yeast cln2 rad14 8.
CCN(CC)C(=O)c1ccc(C(C)C)cc1 was read as rad50 20, bub3 18, sgs1 mgt1 28, yeast mlh1 rad18 26, mec2-1 15 and yeast cln2 rad14 7.
